High-throughput results as filed in PubChem BioAssay.
PTAP TSG101 blk: blocks PTAP/TSG101 interaction to inhibit HIV-1 budding. Fluorescence polarization, FITC-PTAP peptide / Tsg101 binding. Q99816. 340,000 tested, under 10 active. AID 493005. Potency, µM (top dose mostly 115 µM), without a hit: at the top dose activity change, negative = inhibition, usual class: inhibitors; active means well fitted inhibition curve with a large enough effect in the main read-out, with a control signal flat, not every such curve was filed as active; inconclusive means small, poorly fitted or top-dose-only effect, or effect the other way, or a change in a side signal; inactive means no such curve, though single readings can be large or run the other way; further: potency means the concentration at half of the fitted maximal effect; % of control where 0% means no effect
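FP read-out: FITC-PTAP peptide, 50 nM final, binding Tsg101 binding domain, 10 uM final; 20 min, r.t.; 10 mM HEPES pH 7.5, 0.15 M NaCl, 0.01% Tween 20, 3 mM EDTA, 0.1 mM TCEP.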
ASM inhibitor: inhibitors of human secretory acid sphingomyelinase. 0.006% of 340,000 active. placental ASM, HMU-PC fluorogenic substrate, 60 min. Potency, µM (top dose mostly 57.5 µM), inactives show top-dose activity change, negative = inhibition, most hits filed as inhibitors. AID 504937. P17405; further: potency means the concentration at half of the fitted maximal effect
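Fluorescence read-out (Ex 386 nm, Em 447 nm) after stopping the reaction at pH 10. Enzyme: ASM from human placenta; substrate HMU-PC0, 9 uM final; 60 min, 37 °C. Compound preincubation 10 min, ambient temperature.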
TSHR antagonist: blocks TSH signaling through the human TSH receptor; P16473; TSHR-expressing cells, TSH-stimulated cAMP HTRF, 2 h; active compounds read low; activity change, negative = inhibition, % at 11.5 µM; 0.2% of 330,000 active;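 active means activity change below a set negative limit, meaning inhibition stronger than a set level, cut at about -70% in these data; inconclusive means activity change between two set negative limits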; further: on the % scale 0 is the no-effect control and ±100 the full control effect
Target sequence (P16473 whole entry, looked up): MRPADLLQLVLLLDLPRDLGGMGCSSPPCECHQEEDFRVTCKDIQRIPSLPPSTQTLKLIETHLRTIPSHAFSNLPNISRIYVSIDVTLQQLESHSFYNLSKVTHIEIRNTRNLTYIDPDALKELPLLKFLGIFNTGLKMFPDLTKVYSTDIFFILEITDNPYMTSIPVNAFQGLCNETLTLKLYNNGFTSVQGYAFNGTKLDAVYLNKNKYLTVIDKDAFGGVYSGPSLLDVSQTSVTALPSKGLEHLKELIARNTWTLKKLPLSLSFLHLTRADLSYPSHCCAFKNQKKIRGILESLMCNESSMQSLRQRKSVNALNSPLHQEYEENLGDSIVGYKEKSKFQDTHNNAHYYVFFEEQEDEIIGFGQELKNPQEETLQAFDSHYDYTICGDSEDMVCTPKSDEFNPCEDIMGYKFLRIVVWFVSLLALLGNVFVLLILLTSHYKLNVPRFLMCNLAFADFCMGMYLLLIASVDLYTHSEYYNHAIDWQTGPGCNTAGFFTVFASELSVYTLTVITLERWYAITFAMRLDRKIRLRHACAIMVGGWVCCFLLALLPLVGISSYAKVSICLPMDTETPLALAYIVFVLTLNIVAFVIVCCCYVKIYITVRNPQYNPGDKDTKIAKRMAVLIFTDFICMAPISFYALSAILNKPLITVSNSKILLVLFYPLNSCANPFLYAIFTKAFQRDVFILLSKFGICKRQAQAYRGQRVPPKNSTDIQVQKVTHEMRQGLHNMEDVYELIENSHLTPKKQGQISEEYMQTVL
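Cell-based HTRF cAMP assay; TSHR cells + compound, TSH EC80 (4nM final), 2 h, 37 deg C. Lysis with anti-cAMP cryptate and cAMP-d2, 30 min RT, read 665/620 nm.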
Mito fusion yeast: mitochondrial division inhibition or fusion activation | S. cerevisiae fusion-defective mutant growth rescue, CellTiterGlo 48 h | Potency, µM (series often up to 46.1 µM), inactives show top-dose growth rescue (activation), most hits filed as activators | 0.23% of 320,000 active;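 further: potency means the concentration at half of the fitted maximal effect; % of control where 0% means no effect; nearly all actives have a fitted effect of over 45% in size; temperature-sensitive fusion mutants such as fzo1-1 at 37 °C on non-fermentable ethanol glycerol medium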
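Yeast fusion mutant, YPEG (non-fermentable carbon), compound, 48 h at 37C non-permissive; CellTiterGlo added, 10 min RT, luminescence read. Rescued growth = division inhibition.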
MBNL1 CUG block: blocks human MBNL1 binding to CUG repeat RNA; Q9NR56; TR-FRET MBNL1-His/biotin-(CUG)12 binding, 665/545 ratio; Potency, µM (series often up to 57.5 µM), for the others: top-dose activity change, negative = inhibition, most hits filed as inhibitors; 0.036% of 280,000 active; AID 2675; active means well fitted inhibition curve with a large enough effect in the signal ratio, with a control signal flat, not every such curve was filed as active; inconclusive means small, poorly fitted or top-dose-only effect, or effect the other way, or a change in a side signal; inactive means no such curve, though single readings can be large or run the other way; the % refers to the signal ratio; further: potency means the concentration at half of the fitted maximal effect; on the % scale 0 is the no-effect control and ±100 the full control effect
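TR-FRET readout: Ex 340 nm, 665/545 nm emission ratio, normalized to buffer-only (basal) and MBNL1-(CUG)12 controls. Complex of MBNL1-His with Biotin-(CUG)12, compounds 92 nM–58 uM, incubated 60 min at room temperature.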
Integrin act MD: integrin-mediated muscular dystrophy alleviation activation; alpha7betagal myoblasts, beta-gal FDG fluorescence, 48 h; Potency, µM (series often up to 38.3 µM), for the others: at the highest dose activation, hits mostly activators; 0.064% of 350,000 active;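 further: potency means the concentration at half of the fitted maximal effect; 100% = response of the positive control SU9516; nearly all actives have a fitted effect of over 60% in size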
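alpha7betagal+/- myoblasts (passage 13, 250/well) treated 48 h at 37C with compounds at 1:260 dilution of DMSO stock. Lysed, then beta-galactosidase activity read as FDG fluorescence (ex 480/em 540) after 30 min, with pre-read for autofluorescence.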
TCR act: activators of T cell receptors; primary human leukocytes, anti-CD3, IL-2 HTRF, 48 h; 330,000 tested, under 10 active; Potency, µM (highest dose often 9.22 µM), inactives show at the highest dose activation of IL-2 secretion, actives largely listed as activators; further: % of control where 0% means no effect
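Activity was scored as IL-2 release from primary human leukocytes given only a TCR signal (a-CD3 beads) plus compound for 48 hr. Detection used a two-antibody HTRF format read at 665nm.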
AT treatment: potential ataxia-telangiectasia treatments restoring KAP-1 phosphorylation | […] A-T fibroblasts, KAP-1 phosphorylation AlphaLISA; neocarzinostatin DNA damage 30 min before lysis | Potency, µM (titrated, usually from 57.5 µM), without a hit: at the highest dose activation, most hits filed as activators | 0.19% of 320,000 active | AID 485349; further: potency means the concentration at half of the fitted maximal effect; % of control where 0% means no effect; nearly all actives have a fitted effect of over 45% in size
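ATM-like activity read as KAP-1 phosphorylation via AlphaLISA donor/acceptor antibody pairs after lysis and 6 hr at 25C. Cells were ATM-null patient fibroblasts ([…], hTERT), dosed 60 min, then exposed to the DSB inducer NCS for 30 min.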
Menin-MLL TR inh: displaces Texas Red mutant MLL peptide from human menin. O00255. Menin + Texas Red MLL mutant peptide, fluorescence polarization. Potency, µM (highest dose often 61.6 µM), without a hit: at the top dose FP activity change, negative = inhibition, actives largely listed as inhibitors. AID 1768. 0.23% of 270,000 active; active means well fitted inhibition curve with a large enough effect in the polarisation, with a control signal flat, not every such curve was filed as active; inconclusive means small, poorly fitted or top-dose-only effect, or effect the other way, or a change in a side signal; inactive means no such curve, though single readings can be large or run the other way; the % refers to the polarisation; further: potency means the concentration at half of the fitted maximal effect; % of control where 0% means no effect; many of its hits are not listed in these tables
MLL CXXC-DNA inh: blocks binding of human MLL CXXC domain to DNA | Q03164 | Potency, µM (titrated, usually from 115 µM), without a hit: at the top dose activity change, negative = inhibition, usual class: inhibitors | 0.037% of 290,000 active | MLL-CXXC / FITC-HOXA9 DNA fluorescence polarization; active means well fitted inhibition curve with a large enough effect in the polarisation, with a control signal flat, not every such curve was filed as active; inconclusive means small, poorly fitted or top-dose-only effect, or effect the other way, or a change in a side signal; inactive means no such curve, though single readings can be large or run the other way; the % refers to the polarisation; further: potency means the concentration at half of the fitted maximal effect
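Purified MLL-CXXC (added from a 7 uM solution) was preincubated 5 min at ambient with pinned compounds in 50 mM Tris-HCl pH 7.5, 50 mM NaCl, 1 mM DTT, 0.05% BSA. Fluorescein-labeled HOX-A9 DNA (50 nM solution) followed, 30 min, then polarization read.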
* = called active by the depositor; ? = inconclusive; . = not tested or not shown; [ ] = dose if it differs, or a comment. Unless noted, the call rests on the fitted dose curve; in most records, active means well fitted curve in the direction sought with a large enough effect; inconclusive means small, poorly fitted or top-dose-only effect, or another doubt; inactive means no such curve, though single readings can be large; an effect the other way counts as inactive or inconclusive.

SMILES,PTAP TSG101 blk,ASM inhibitor,TSHR antagonist,Mito fusion yeast,MBNL1 CUG block,Integrin act MD,TCR act,AT treatment,Menin-MLL TR inh,MLL CXXC-DNA inh
CCC(C)Sc1nnc(Cc2cc(=O)[nH]c(=O)[nH]2)n1-c1ccc(F)cc1 (stereo not drawn),-2.2%,1.9%,16.6,0.5%,-3.5%,6.1%,-1.1%,?,-20.3%,14.4%
COn1c(-c2ccc(Cl)cc2)nc2ncccc21,-3.2%,43.3%[activator],-9.6,21.3%,6.9%,11.2%,3.4%,17.1%,20.7%,?
COc1ccc(-c2nc3c(c4nnc(SC(C)C(=O)Nc5ccc(C)cc5)n24)COC(C)(C)C3)cc1 (stereo not drawn),-3.7%,-2.5%,1.5,-13.3%,-5.0%,-16.4%,9.0%[46.1 µM],-11.6%,8.6%,-4.7%
CCOC(=O)C1CCN(C(=O)Cn2cc(C#N)c3ccccc32)CC1,-0.4%,1.0%,-5.4,1.1%,-0.6%,-3.0%,3.5%,-0.9%,-2.1%,4.6%
COc1ccc(OCC(=O)O/N=C(\N)c2ccc(OC)cc2)cc1,0.5%,6.6%,-7.9,-10.2%,.,7.2%,-7.7%,29.0%,.,?
Cc1c(NC(=O)c2ccc(S(=O)(=O)N3CCOCC3)cc2)cccc1[N+](=O)[O-],2.0%,-1.1%,-0.6,2.2%,.,-10.2%,1.4%,8.6%,.,.
COc1ccc(C(=O)NC(=S)NC(C)(C)C)cc1Br,1.5%,-9.4%,-8.1,2.3%,-5.5%,-40.0%,-2.8%,-3.8%,54.4%[activator],-2.3%
COc1ccc2[nH]c(=O)c(-c3nnn(-c4ccc(Cl)nc4)n3)cc2c1,-0.6%,34.5%[activator],.,.,.,5.7%,-3.8%,.,.,.
COc1ccc(-c2csc(Nc3ncccc3C)n2)cc1,-3.0%,-2.8%,15.2,-2.4%,-10.7%,18.4%,3.5%[46.1 µM],14.3%,3.1%,-8.6%
CC(C)c1nnc(NC(=O)COc2ccccc2[N+](=O)[O-])s1,1.4%,2.1%,-4.3,2.2%,.,-21.4%,-3.4%,-5.8%,.,-7.7%
O=C(CCc1nnc(C2CCCCC2)o1)NCc1ccc(F)c(F)c1,-1.4%,-1.7%,10.7,-0.3%,-26.0%,0.0%,-10.6%,-1.7%,1.9%,-4.4%
O=C(CC(C(=O)O)c1ccccc1)c1cccs1 (stereo not drawn),-1.5%,2.9%,-4.9,-3.2%,0.3%,20.5%,-49.2%,4.7%,.,-13.0%
COc1ccc(S(=O)(=O)N(C)C[C@@H]2Oc3ccc(NS(=O)(=O)c4cn(C)cn4)cc3C(=O)N([C@@H](C)CO)C[C@@H]2C)cc1,-5.9%,1.5%,-6.6,.,.,-2.2%,-9.7%,-3.1%,.,.
CCOP(=O)(c1ccccc1Cl)C1(O)CCCCC1 (stereo not drawn),0.9%,2.2%,-0.5,0.3%,-10.7%,-4.9%,-1.3%,-3.0%,0.9%,1.2%
CC(C)CN1C(=O)c2ccc(NC(=O)Cc3ccccc3)cc2C1=O,0.5%,32.0%[activator],11.9,-4.4%,2.2%,18.4%,0.8%,3.5%,?,0.9%
Cn1c(Cn2nnc3ccccc32)nnc1SCC(=O)c1ccc(F)cc1,-6.5%,6.1%,2.3,-11.1%,-2.6%,-9.3%,-4.0%,-6.1%,-0.2%,0.6%
O=C(Nc1ccc(F)cc1)C(c1ccccc1)N1CCN(CC(=O)N2CCCC2)CC1 (stereo not drawn),-9.0%,0.1%,1.9,-3.6%,.,-16.2%,-3.6%,-1.3%,.,.
CN(C(=O)c1ccccc1)C1(C)CCS(=O)(=O)C1 (stereo not drawn),-0.8%,1.6%,.,-4.9%,-8.2%,-8.1%,9.1%,.,11.8%,-7.3%
CSCC[C@H](NC(=O)OC(C)(C)C)C(=O)N/N=C/c1cccc2nccnc12,1.4%,-1.8%,4.4,-0.1%,?,21.2%,4.4%,1.3%,.,-6.9%
Cc1ccc(S(=O)(=O)N(CC(=O)Nc2ccc(Cl)c([N+](=O)[O-])c2)C2CCCCC2)cc1,-1.0%,-12.9%,-9.3,28.8%,.,-11.2%,-3.4%,.,-3.1%,-20.4%
CC(C)c1cccc(C(C)C)c1NC(=O)c1ccc(OCC(=O)NCc2ccccc2)cc1,.,.,4.2,-7.1%,-2.9%,.,10.1%[46.1 µM],-5.6%,-4.1%,-2.8%
CCCC(=O)Nc1cc(Cl)ccc1N1CCN(C(=O)CC)CC1,-5.8%,-0.1%,-10.1,2.5%,2.8%,-24.0%,-17.5%,1.8%,0.0%,0.1%
CCOc1ccc(CCNC(=O)CS(=O)Cc2nc(-c3ccc(C)cc3)oc2C)cc1OCC (stereo not drawn),-0.4%,1.6%,-2.5,-2.5%,1.0%,4.6%,12.6%,-1.2%,.,-5.8%
C#CC(C)(C)NC(=O)CSc1nc2c(c(=O)n(C)c(=O)n2C)n1CCCC,-0.7%,3.8%,2.4,-3.4%,3.8%,4.0%,1.3%,5.9%,-4.5%[11.7 µM],-2.3%
COc1ccc(OCc2nnc(SCC(=O)NNC(=O)c3ccc(C)cc3)n2C)cc1,-6.6%,-0.3%,5.6,-3.6%,.,25.9%,8.4%,-6.0%,-2.8%,1.0%
Cc1ccc(C2=NN(C(=O)CSc3nnnn3C)C(c3ccco3)C2)cc1 (stereo not drawn),0.4%,4.9%,-8.2,3.3%,.,-10.3%,-7.7%,6.7%,.,.
CC(C)Oc1ccc(NC(=O)Oc2ccccc2)cc1,-6.5%,-0.7%,25.7,-2.3%,-5.7%,21.3%,0.4%,0.3%,?,7.5%
O=C(c1ccc(Br)o1)N1CCc2ccccc21,.,.,-9.1,-2.1%,7.4%,.,.,-2.3%,-1.2%,-0.8%
Cc1ccccc1CCNC(=O)C1CCC(=O)N(CCc2cccc(F)c2)C1 (stereo not drawn),-1.9%,1.0%,-5.3,1.7%,-1.1%,11.0%,6.0%,-14.8%,-13.1%,-4.5%
Cc1ccc(S(=O)(=O)NCC(=O)N(CC2CCCO2)C(C(=O)NC2CCCCC2)C(C)C)cc1 (stereo not drawn),-2.0%,2.4%,8.3,4.9%,3.4%,-15.1%,11.1%,2.0%,-6.4%,3.6%
O=C(NCCC1CCCCN1S(=O)(=O)c1ccc(Cl)cc1)C(=O)NCc1ccncc1 (stereo not drawn),-5.8%,-2.3%,13.5,5.3%,.,-13.6%,1.3%,24.0%,.,.
Cc1ccc(C(=O)NCC(=O)NCCc2ccc(S(N)(=O)=O)cc2)s1,-6.8%,3.6%,4.2,1.8%,-6.5%,-1.7%,-1.5%,-7.9%,.,-4.6%
O=C(c1ccccc1F)N1CCCC(C(=O)N2CCc3ccccc3C2)C1 (stereo not drawn),0.1%,-1.5%,-1.1,-2.1%,-3.6%,-16.8%,2.0%,0.0%,.,13.4%
Cc1ccc(NC(=O)Cc2c[nH]c3ccccc23)cc1S(=O)(=O)N1CCCCCC1,-0.1%,-1.1%,-26.0,5.4%,.,-17.5%,0.5%,1.6%,?,15.4%
CCSc1nnc(NC(=O)C(C)C)s1,0.5%,-0.1%,11.1,2.7%,-6.7%,7.2%,-1.5%,6.8%,-0.8%,-5.8%
CC(=O)NCCC(=O)Nc1cc(S(=O)(=O)N2CCCCC2)ccc1Oc1cccc(C)c1,-4.2%,-3.8%,-2.4,2.0%,0.1%,-14.9%,0.5%,-2.3%,.,-2.7%
N#Cc1cccc(CSc2ncnc(N)n2)c1,-1.3%,3.6%,-4.3,8.1%,-14.8%,-11.0%,-5.2%,2.2%,-0.7%,24.4%
Cc1onc(-c2c(F)cccc2Cl)c1C(=O)NNC(=O)C1CCN(Cc2cccc(F)c2)CC1,-1.5%,0.4%,16.4,-7.7%,-9.1%,-78.9%[inhibitor],1.1%,-5.4%,?,-3.4%
Cc1cc(C)cc(C(=O)NC(=S)Nc2ccc(-c3cc4ccccc4oc3=O)cc2)c1,0.6%,23.6%,-1.6,-14.6%,-17.2%,2.7%,1.9%[46.1 µM],8.1%,-19.9%,0.5%
CC(Sc1nc2sccc2c(=O)n1-c1ccccc1)C(N)=O (stereo not drawn),-4.2%,-0.2%,3.5,-5.6%,4.5%,-0.1%,-5.6%,5.5%,?,7.6%

Not all compounds are listed; the hit share may differ from the screen's.
